mIDH1 inhibitor – inhibitors of human mutant IDH1 R132H; O75874; Potency, µM (series often up to 76.6 µM), inactives show top-dose activity change, negative = inhibition, hits mostly inhibitors; IDH1-R132H enzyme, NADPH consumption, diaphorase/resazurin fluorescence; AID 602179; 390,000 compounds, 0.093% hits; note: potency is the fitted concentration of half-maximal effect; % is set by controls: 0 for no effect and ±100 for the full control effect; nearly all actives have a fitted effect of over 65% in size
Target sequence (O75874 whole entry R132H, stated change not applied): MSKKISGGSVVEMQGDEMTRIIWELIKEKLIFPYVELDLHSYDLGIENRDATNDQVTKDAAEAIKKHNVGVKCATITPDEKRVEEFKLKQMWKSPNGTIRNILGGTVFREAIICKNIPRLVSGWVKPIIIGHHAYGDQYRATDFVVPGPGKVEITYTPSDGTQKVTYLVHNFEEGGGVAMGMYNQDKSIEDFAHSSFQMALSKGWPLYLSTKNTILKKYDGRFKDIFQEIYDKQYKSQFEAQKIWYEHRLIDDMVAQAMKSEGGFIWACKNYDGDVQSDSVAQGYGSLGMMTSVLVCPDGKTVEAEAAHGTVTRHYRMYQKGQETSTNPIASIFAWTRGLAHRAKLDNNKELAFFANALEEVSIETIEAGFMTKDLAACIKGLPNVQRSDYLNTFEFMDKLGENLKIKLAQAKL
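IDH1-R132H (0.5 ug/mL) preincubated 30 min with compound, then NADPH (0.016 mM) and alpha-KG (2 mM) added; 80 min at RT, pH 7.5. Remaining NADPH coupled via diaphorase/resazurin to fluorescence (540/590 nm); concentration-response curves normalized to no-enzyme control.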
LDHA block – blocks human lactate dehydrogenase A. activity change, % (values are at about 110 or 230 µM). purified LDHA, NADH/diaphorase-resazurin fluorescence; active compounds read low. AID 1347041. 480,000 compounds, 0.15% hits. P00338; in the data active = activity change below about -30%; inconclusive = mostly about -25% to -30%;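 note: plate controls were DMSO wells for no effect and wells without enzyme for full effect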
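Remaining NADH was detected by diaphorase (0.133 mg/mL) converting 37 µM resazurin to fluorescent resorufin, read at 0 and 20 minutes. The preceding 5-minute room-temperature reaction used 2 nM LDHA, 0.2 mM sodium pyruvate and 0.06 mM NADH at pH 7.4.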
TrxR1 inh – rat TrxR1 inhibition | O89049 | recombinant rTrxR1, NADPH fluorescence consumption, selenite substrate | Potency, µM (highest dose often 114 µM), without a hit: top-dose activity change, negative = inhibition, hits mostly inhibitors | 390,000 compounds, 1% hits; note: potency is the fitted concentration of half-maximal effect; % is set by controls: 0 for no effect and ±100 for the full control effect; nearly all actives have a fitted effect of over 65% in size
Target sequence (O89049 whole entry, looked up): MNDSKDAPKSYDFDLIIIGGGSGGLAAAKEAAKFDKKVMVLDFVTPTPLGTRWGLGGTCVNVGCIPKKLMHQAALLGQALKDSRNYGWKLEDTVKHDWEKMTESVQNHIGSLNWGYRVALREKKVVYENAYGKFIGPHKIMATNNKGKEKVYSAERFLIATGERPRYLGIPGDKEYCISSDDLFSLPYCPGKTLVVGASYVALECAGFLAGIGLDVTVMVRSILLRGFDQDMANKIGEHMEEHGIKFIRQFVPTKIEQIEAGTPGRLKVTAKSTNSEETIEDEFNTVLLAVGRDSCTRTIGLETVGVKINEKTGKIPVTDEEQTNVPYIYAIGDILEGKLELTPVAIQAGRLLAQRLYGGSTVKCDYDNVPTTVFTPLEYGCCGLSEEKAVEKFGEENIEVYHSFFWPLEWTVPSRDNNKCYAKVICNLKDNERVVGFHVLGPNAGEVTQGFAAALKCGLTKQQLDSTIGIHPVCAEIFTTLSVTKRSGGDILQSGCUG
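Rat TrxR1 (90 nM in the dispensed reagent) was pre-reduced with 400 uM NADPH for 5 min at room temperature, then incubated with compound for 15 min. After 400 uM selenite was added, NADPH fluorescence (Ex 340/Em 450 nm) was followed for 8 min.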
TrxR1 substrate – is turned over as a substrate by rat TrxR1; AID 588456; purified TrxR1 substrate turnover, NADPH consumption readout; Potency, µM (highest dose often 114 µM), inactives show at the top dose activity change, negative = substrate turnover; O89049; 390,000 compounds, 0.01% hits; note: potency is the fitted concentration of half-maximal effect; % is set by controls: 0 for no effect and ±100 for the full control effect; nearly all actives have a fitted effect of over 50% in size
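Rat TrxR1, dispensed at 90 nM, was prereduced with 400 uM NADPH (final) for 5 min at ~22 deg C, then incubated with compound 15 min before 400 uM selenite. A first-read NADPH fluorescence drop versus no-compound background flagged substrates.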
Glioma ERSR ind – induces the endoplasmic reticulum stress response in human glioma cells | U87-MG GRP78 promoter luciferase reporter, 16 h | Potency, µM, for inactives: top-dose activation, most hits filed as activators | 420,000 compounds, 0.02% hits | AID 602332; note: potency is the fitted concentration of half-maximal effect; series mostly up to about 76 µM; % of control where 0% means no effect; nearly all actives have a fitted effect of over 35% in size
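Stably transfected U87-MG human glioma cells carrying a GRP78-based luminescent sensor were seeded at 1000 cells/well, pin-dosed with compounds and incubated 16 h. Luciferase reagent was then added, and end-point luminescence was read after 10 min at room temperature.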
USP1-UAF1 inh – blocks the human USP1/UAF1 deubiquitinase complex. Potency, µM (titrated, usually from 57.1 µM), without a hit: at the highest dose activity change, negative = inhibition, usual class: inhibitors. 390,000 compounds, 0.23% hits. recombinant USP1/UAF1, Ub-Rhodamine cleavage fluorescence; note: potency is the fitted concentration of half-maximal effect; % is set by controls: 0 for no effect and ±100 for the full control effect; nearly all actives have a fitted effect of over 60% in size; inactives centre near -12
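USP1/UAF1 complex at 1 nM was preincubated with compound for 15 min at room temperature, then Ub-Rho substrate (150nM final) was added. Fluorescence (480/540 nm) was read kinetically, 6 reads every 60 seconds.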
RGS4 inhibitor – blocks human RGS4-accelerated GTP hydrolysis. P49798. 390,000 compounds, 0.039% hits. Potency, µM (titrated, usually from 114 µM), for the others: top-dose activity change, negative = inhibition, hits mostly inhibitors. Transcreener GDP fluorescence polarization, RGS4-accelerated GTP hydrolysis; note: potency is the fitted concentration of half-maximal effect; % is set by controls: 0 for no effect and ±100 for the full control effect; nearly all actives have a fitted effect of over 75% in size; some results filed as inactive show a strong effect at the top dose
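MLSMR compounds (23 nl, pin-transferred) preincubated 10 min at room temperature with a 500nM (2x) first reagent, then RGS4 at 900nM (2x) plus Transcreener GDP mix added; fluorescence polarization (620/688 nm) read before and after 90 min at 30 °C.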
Vif-APOBEC3F blk – Vif-A3F binding inhibition; HeLa A3F-eYFP + Vif (tagged APOBEC3F with the HIV-1 protein that degrades it), YFP fluorescence increase; Potency, µM (doses to about 46.1 µM), inactives show top-dose activity, negative = active; 390,000 compounds, 0.2% hits; note: potency is the fitted concentration of half-maximal effect; % of control where 0% means no effect; nearly all actives have a fitted effect of over 65% in size
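HeLa cells stably expressing Vif plus C-terminally eYFP-tagged A3F were seeded, incubated overnight at 37 deg C, dosed with compound, incubated overnight again at 37 deg C. Yellow fluorescence (Ex 488/Em 500-530) reported blocked Vif-mediated A3F-eYFP degradation.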
Vif-APOBEC3G blk – blocks the Vif interaction with human APOBEC3G; Q9HC16; HeLa A3G-eYFP + Vif (tagged APOBEC3G with the HIV-1 protein that degrades it), YFP fluorescence, overnight; Potency, µM (doses to about 46.1 µM), without a hit: top-dose activity, negative = active, usual class: inhibitors; 410,000 compounds, 0.076% hits; AID 602310;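 note: potency is the fitted concentration of half-maximal effect; % is set by controls: 0 for no effect and ±100 for the full control effect; nearly all actives have a fitted effect of over 60% in size; hits raise eYFP signal because A3G escapes Vif-driven loss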
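HeLa cells stably expressing Vif and C-terminally eYFP-tagged A3G, seeded overnight at 37 deg C, then exposed to compound by pintool overnight at 37 deg C. Rise in yellow fluorescence (Ex 488/Em 500-530, Acumen) marks blocked Vif-driven A3G degradation.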
* marks the source's active call; other numbers are inactive results; u = inconclusive; x = not tested or not shown; & = joins results of further samples; [ ] = remark or other dose. Unless noted, calls come from the whole dose curve; as a rule, active = well fitted curve in the direction sought with a large enough effect; inconclusive = small, poorly fitted or top-dose-only effect, or another doubt; inactive = no such curve, though single readings can be large; an effect the other way counts as inactive or inconclusive. An excerpt; count on the stated rates, not on these rows.

Values run as follows: Glioma ERSR ind	Vif-APOBEC3F blk	TrxR1 inh	Vif-APOBEC3G blk	mIDH1 inhibitor	USP1-UAF1 inh	TrxR1 substrate	RGS4 inhibitor	LDHA block
- CCn1c(=S)sc2c(=O)n(CC(=O)NCCCc3ccccc3)c(C)nc21
  1%	-9%	22%	1%	1%	-22%	0%	16%	-3
- COc1ccc(NC(=O)CCCn2c(=O)c3sccc3n(Cc3ccc(C)cc3)c2=O)cc1
  -4%	11%	7%	1%	-3%	-9%	4%	-13%	-13
- COc1ccc(CC(=O)NCCc2sc(-c3cccc(F)c3)nc2C)cc1
  -2%	4%	-6%[57.1 µM]	-1%	-3%	-2%	-2%[57.1 µM]	0%	-1
- FC(F)(F)c1ccc(C2[C@H]3CN(Cc4cccnc4)[C@H](c4ccccc4)C34CC2(c2ccccc2)C4)cc1 (stereo partly drawn)
  -5%	-2%	-8%	-5%	-3%[38.3 µM]	-29%	-4%	-7%	1
- O=C(CCC(=O)Nc1ccccc1)NNS(=O)(=O)c1ccccc1[N+](=O)[O-]
  -3%	2%	5%[57.1 µM]	0%	11%	-7%	2%[57.1 µM]	-5%	-1
- COc1ccc(-c2cc(-c3ccccc3)nc(N3CCCC3)n2)cc1OC
  -2%	1%	52%[activator]	1%	3%	-16%	94%[activator]	-11%	5
- CC(C)C(NC(=O)c1ccccc1)C(=O)NCc1ccccn1 (stereo not drawn)
  -2%	-9%	-6%	1%	-2%	-6%	-4%	16%	-4
- Cc1ccc(-c2nc3ccccc3o2)cc1NC(=O)Cc1ccc(Cl)cc1
  -3%	-7%	13%	6%	0%	-21%	5%	-29%	-1
- CSc1nn(CC(=O)Nc2ccccc2F)c(N)c1S(=O)(=O)c1ccccc1
  2%	5%	2%[57.1 µM]	-3%	8%	-11%	-7%[57.1 µM]	14%	-8
- Oc1ccccc1-c1nc(NCC2CCCO2)c2ccccc2n1 (stereo not drawn)
  -2%	-3%	36%[57.1 µM]	-5%	-2%	-12%	6%[57.1 µM]	29%	-5
- CSc1cccc(NC(=O)Cn2ncn3c(cc4ccccc43)c2=O)c1
  1%	-5%	10%	1%	-6%	-17%	6%	-1%	-15
- CCCOc1ccccc1/C=N/Nc1ccnc(=O)[nH]1
  0%	6%	24%[57.1 µM]	-3%	3%	u	10%[57.1 µM]	18%	-10
- COc1ccc(OCC(O)Cn2c(N)nc3c2c(=O)[nH]c(=O)n3C)cc1 (stereo not drawn)
  -3%	9%	18%	0%	10%	-19%	7%	-7%	-2
- CC(=O)c1ccc(N2CCN(S(=O)(=O)c3ccc(-c4cc(C)no4)s3)CC2)cc1
  4%&-3%	-2%&-1%	20%&8%[57.1 µM]	4%&5%	-2%&-4%	-9%&-8%	2%&2%[57.1 µM]	28%[56.9 µM]	3&-1
- CN(NS(C)(=O)=O)c1c(C#N)c(C(F)(F)F)nn1C
  -3%	0%	-1%[57.1 µM]	1%	3%	-21%	-4%[57.1 µM]	-25%	-1
- CCC1(CC)NC(=O)N(CC(=O)N2CCc3ccccc32)C1=O
  0%	-10%	22%	-1%	-1%	-2%	4%	-1%	2
- O=C(Nc1ccc2nn(-c3ccccc3)nc2c1)c1ccc2c(c1)OCCO2
  -6%	-4%	17%[57.1 µM]	-25%	1%	-7%	34%[activator][57.1 µM]	-26%	-8
- Cc1ccc2sc(NC(=O)CN3C(=O)c4ccccc4C3=O)nc2c1C
  -3%	-9%	14%	2%	-5%	-10%	2%	1%	-12
- O=C(c1cc(COc2ccc(F)cc2F)on1)N1C[C@H]2CC[C@H]1C2
  4%	-8%	15%	-16%	18%	-16%	6%	14%	-2
- COc1ccccc1NC(=O)N1CCOCC1
  -3%	15%	9%[57.1 µM]	-1%	-2%	-15%	11%[57.1 µM]	-24%	-7
- Cc1csc2nc3cc(C(N)=O)ccc3c(=O)n12
  -1%	3%	49%[activator]	-3%	7%	u	147%[activator]	0%	-3
- CCN1C(=O)[C@H]2[C@H]3CN=C(SCc4ccc(C#N)cc4)N3[C@@](C)(C(=O)OC)[C@H]2C1=O
  -3%	0%	15%	-5%	-8%[38.3 µM]	-26%	4%	-36%	0
- Cc1cc(C)c(C#N)c(SCc2ccccc2F)n1
  -5%	-1%	14%[57.1 µM]	0%	9%	7%	6%[57.1 µM]	-15%	-4
- O=C(COC(=O)c1ccc(S(=O)(=O)N2CCCC2)cc1)Nc1ccccc1Cl
  -3%	-7%	x	4%	-2%	-2%	x	x	-10
- O=C(OCCCN1C(=O)c2ccccc2C1=O)c1ccco1
  -5%	1%	12%[57.1 µM]	0%	0%	-17%	9%[57.1 µM]	-9%[11.4 µM]	-12
- COC(=O)C1=C(C)N(C)C(=O)NC1c1cc2c(cc1Br)OCO2 (stereo not drawn)
  1%	-1%	42%[activator]	2%	6%	-11%	8%	10%	-3
- N#Cc1ccc(NC(=O)C2Cc3ccccc3CN2S(=O)(=O)c2ccc(F)cc2)cc1 (stereo not drawn)
  x	x	19%	x	x	-7%	0%	-21%	-4
- CC(C)(C)c1ccc(C(=O)N2CCN(c3ncccn3)CC2)cc1
  -2%	4%	15%	0%	0%	-22%	6%	-27%	0
- Cc1ccc(-n2c(C)c3c(C)nnc(C)c3c2C)cc1N
  -3%	0%	19%[57.1 µM]	0%	4%	-20%	-5%	-20%	8
- COc1ccc(CC(NC(C)=O)C(=O)NC2CCN(c3nnnn3-c3ccccc3)CC2)cc1 (stereo not drawn)
  -2%	-6%	-5%	-6%	7%	-12%	0%	2%	1
- CC1(C)CN(C2CCCCC2)C(=O)[C@H]1CC(=O)Nc1ccc(Br)cc1
  -6%	4%	x	-2%	-2%	-25%	x	x	2
- CCN(CC)CCn1c2ccc(F)cc2c2nc(C)sc21
  -4%	4%	4%[57.1 µM]	4%	6%	-20%	6%[57.1 µM]	6%	-2
- COC(=O)c1cc(=O)n(Cc2ccc3c(c2)OCO3)c(=Nc2ccc(F)cc2)s1
  -3%	-12%	6%[57.1 µM]	-9%	-1%	-26%	1%[57.1 µM]	-6%	-3
- Cc1ccc(CNC(=O)c2cc3c(=O)n4ccccc4nc3n(Cc3ccco3)c2=N)cc1
  -7%	-14%	-27%	-6%	3%	-12%	4%	-36%	-2
- O=[N+]([O-])c1ccccc1S(=O)(=O)N1CCN(c2ccccn2)CC1
  -2%	-1%	39%[2.29 µM]	-1%	8%	-18%	11%	-21%	2
- COc1ccc(CCN2C(=O)C3C4C=CC(C3C2=O)C2C(=O)N(CCc3ccc(OC)c(OC)c3)C(=O)C42)cc1OC (stereo not drawn)
  -4%	6%	16%	2%	0%	1%	-3%[57.1 µM]	14%	-2
- CC(=O)C(C(c1ccccc1)N1CCCc2ccccc21)N1CCOCC1 (stereo not drawn)
  -6%	6%	-4%[57.1 µM]	0%	2%	-13%	-3%[2.29 µM]	16%	2
- CCOC(=O)CC(NS(=O)(=O)Cc1ccccc1)c1ccc(C)cc1 (stereo not drawn)
  -4%	4%	-2%	-4%	7%	-13%	-9%	-13%	-7
- O=C(Nc1cn(-c2ccccc2)nc1-c1ccc(Cl)cc1)c1ccccc1
  -3%	8%	18%	1%	1%	-22%	8%	-22%	-4
- O=C(CSc1nnc(Cn2c(=O)sc3ccccc32)n1-c1ccccc1)N1CCCC1
  -6%	3%	42%[activator]	-1%	14%	-21%	6%	-18%	0
- COc1cccc(NC(=O)c2ccc3c(c2)OCCO3)c1
  -13%	9%	9%	4%	12%	-11%	-4%	1%	-9
- Cc1cc(C)cc(NC(=O)C(=O)NCC2CCCO2)c1 (stereo not drawn)
  -3%	1%	22%	-1%	-3%	-21%	2%	-8%	-2
- CCOC(=O)c1ccc(N2C(=O)c3n[nH]c(-c4cccs4)c3C2c2cccc(F)c2)cc1 (stereo not drawn)
  8%	0%	-4%	-22%	-27%	u	-11%	11%	-4
- Cc1nc2c(ccc3c2ccc2nc(C)sc23)s1
  6%	-23%	6%[57.1 µM]	0%	0%	-5%	-8%	16%	-6
- COc1ccc(NC(=O)NCc2ccc3c(c2)OCO3)cc1OC
  -2%	5%	-9%	0%	-1%	-4%	-6%	-6%	-1
- C=CCOCCN1C(=O)C2C3C=CC(C2C1=O)C1C2C(=O)N(CCOCC=C)C(=O)C2C31 (stereo not drawn)
  -2%	4%	34%[57.1 µM]	-4%	10%	-8%	-3%[57.1 µM]	-20%	0
- Cc1cc(Nc2cccc(C)c2C)n2ncnc2n1
  -1%	1%	8%	0%	-6%	-2%	-5%	37%	-6

Source: PubChem BioAssay (National Center for Advancing Translational Sciences (NCATS))
